# NadD block: blocks S. aureus nicotinate mononucleotide adenylyltransferase. inhibition, % at 20 µM. purified NadD enzyme, colorimetric absorbance read-out. actives 0.78% (n = 360,000); in the data active means inhibition above about 26%; further: some compounds past the cut are filed as inactive
# Rpn11 inh: blocks the human proteasome subunit Rpn11 | O00487 | human 26S proteasome, Ub4-pepOG fluorescence polarization; 20S core pre-blocked with epoxomicin | calls only at 20 µM | actives 0.59% (n = 360,000) | AID 588493;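 active means inhibition at 20 µM, scaled to each plate's controls, above about 33%, limit read from the data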
# Target sequence (O00487 whole entry, looked up): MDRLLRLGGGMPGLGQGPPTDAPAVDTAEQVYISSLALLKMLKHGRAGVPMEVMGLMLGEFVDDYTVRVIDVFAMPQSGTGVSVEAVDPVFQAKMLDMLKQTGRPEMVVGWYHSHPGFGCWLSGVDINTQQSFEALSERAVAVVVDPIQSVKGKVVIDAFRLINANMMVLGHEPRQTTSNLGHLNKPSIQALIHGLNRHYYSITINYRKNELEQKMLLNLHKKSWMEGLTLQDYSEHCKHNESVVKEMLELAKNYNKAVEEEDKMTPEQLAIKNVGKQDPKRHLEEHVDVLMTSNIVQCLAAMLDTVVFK
# Rin1 Abl inh: human Rin1-Abl interaction inhibition; P00519+Q13671; TR-FRET Rin1/Abl binding, biochemical; inhibition, % at 7.35 µM; actives 0.4% (n = 360,000); AID 588664; in the data active means inhibition above about 5%, passing the limit was not always enough
# MT1-MMP act inh: inhibitors of human MT1-MMP activation | GFP/RFP ratio change, % at 20 µM | actives 0.061% (n = 360,000) | HT1080 RFP-PRO-GFP cells, GFP/RFP ratio fluorescence, overnight; percent of plate control window, DMSO zero | AID 651647;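 active means GFP/RFP ratio change of at least 30% with cell ATP level not reduced by more than half and red fluorescence within 50% of control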; further: strong numbers were not always called active
#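 Assay system: RFP-PRO-GFP reporter HT1080 cells; read-out basis: GFP/RFP fluorescence ratio; benchmarks: DMSO wells and RFP-L50D-GFP cells; doses: 20 µM single dose, 1% DMSO; schedule: overnight cell settling, then overnight compound exposure, 37 °C, 5% CO2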
# CSN inh: CSN deneddylation inhibition; AID 651999; inhibition, % at 12.5 µM; actives 0.38% (n = 360,000); Purified CSN, SCF-Nedd8-OG deneddylation, fluorescence polarization; Q92905;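 active means pattern-corrected inhibition above about 35%, with an unprinted fluorescence ratio check between 0.5 and 1.5, limit read from the data, passing the limit was not always enough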;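 further: 0% = enzyme with substrate and 100% = substrate without enzyme; some results filed as inactive read as strong as hits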
#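 Detection – fluorescence polarization · System – HEK293T-derived human Csn5 enzyme · Controls – substrate-only high control, full reaction low control · Timing – 90 min, room temperature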
# MLLE-PAM2 inh: inhibitors of microRNA-mediated deadenylation, human PABP1 MLLE binding; P11940; GST-MLLE / FITC-PAM2 fluorescence polarization; AID 588489; actives 0.36% (n = 360,000); inhibition, % at 20 µM; in the data active means inhibition above about 35%, passing the limit was not always enough;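 further: plate controls were DMSO wells with GST-MLLE for no effect and wells lacking GST-MLLE protein for full effect; some results filed as inactive read as strong as hits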
# Target sequence (P11940 whole entry, looked up): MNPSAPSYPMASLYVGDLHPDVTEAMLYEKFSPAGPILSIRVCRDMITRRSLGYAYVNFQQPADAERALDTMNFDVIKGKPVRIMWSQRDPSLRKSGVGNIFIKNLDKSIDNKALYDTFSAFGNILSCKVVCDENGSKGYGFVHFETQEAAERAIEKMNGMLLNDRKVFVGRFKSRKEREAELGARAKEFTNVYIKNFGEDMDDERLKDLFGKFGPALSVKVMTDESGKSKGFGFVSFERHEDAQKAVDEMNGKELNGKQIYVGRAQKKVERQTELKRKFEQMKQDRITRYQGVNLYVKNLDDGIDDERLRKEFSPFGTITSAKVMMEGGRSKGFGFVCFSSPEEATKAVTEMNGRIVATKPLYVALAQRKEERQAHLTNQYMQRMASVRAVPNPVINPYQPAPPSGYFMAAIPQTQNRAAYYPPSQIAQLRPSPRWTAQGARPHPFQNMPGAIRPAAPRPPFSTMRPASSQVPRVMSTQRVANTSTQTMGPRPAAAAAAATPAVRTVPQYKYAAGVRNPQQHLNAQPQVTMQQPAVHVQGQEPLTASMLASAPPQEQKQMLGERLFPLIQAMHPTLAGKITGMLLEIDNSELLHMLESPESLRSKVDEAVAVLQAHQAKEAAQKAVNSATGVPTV
# FAS TE block: FAS thioesterase (human) inhibition. P49327. recombinant FAS-TE, OMFH fluorogenic substrate, fluorescence endpoint. inhibition, % at 15 µM. actives 0.67% (n = 360,000). AID 602261;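 active means compounds whose normalised, plate-corrected inhibition of enzyme fluorescence in the single-dose primary screen is 50% or more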;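 further: 0% = DMSO with enzyme and 100% = substrate without enzyme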
# SKN-1 inh: C. elegans SKN-1 inhibition; C. elegans VP596 Pgst-4::GFP/RFP ratio, acrylamide-induced, 24 h; inhibition, % at 21.8 µM; actives 0.49% (n = 360,000);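 active means interference check ratio from 0.5 to 1.5 plus GFP to RFP signal ratio inhibition reaching or exceeding a fixed threshold, cut at about 30% in these data, passing the limit was not always enough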; further: some compounds called inactive have numbers as strong as hits
# Neddyl block: inhibitors of human cullin neddylation. P61081+Q13564. TR-FRET cullin neddylation, biochemical. calls only at 25 µM. actives 0.58% (n = 360,000). AID 651699; in the data active means inhibition above about 36%
# The depositor's hits bear a star; i = inactive; x = not tested or not shown. This is a random part of the collection. About 3.9% of those tested had a hit in this group.
SMILES,NadD block,Rpn11 inh,Rin1 Abl inh,MT1-MMP act inh,CSN inh,MLLE-PAM2 inh,FAS TE block,SKN-1 inh,Neddyl block
CCOc1ccccc1Nc1nc(N)nc(CSc2nncn2C)n1,-4.7,i,-2.3,-1.8,-1.8,-3.7,-5.1,0.1,i
CCOC(=O)c1ccc(NC(=O)c2ccnn2C)cc1,0.2,i,-2.4,7.2,-1.4,-4.3,-4.8,-8.3,i
CCNc1ccccc(-c2ccc3ccccc3n2)c1=O,-2.8,i,-2.3,-1.4,-10.7,12.6,-6.0,9.9,i
CC(=O)C1=CCC(c2ccccc2)N(S(=O)(=O)c2ccc(C)cc2)C1 (stereo not drawn),-3.1,i,4.0,-1.0,-3.6,4.0,5.4,-20.0,i
O=C(CSc1ncccn1)N/N=C/c1cccc(OC2CSC2)c1,0.3,i,-2.9,3.4,-4.7,8.0,-1.1,6.0,i
O=C1N/C(=N\N=C\c2ccco2)SC1Cc1ccccc1[N+](=O)[O-] (stereo not drawn),2.1,i,-2.3,-13.5,-2.9,2.6,-12.3,-5.9,i
CCc1ccc(-c2nc(CN3CCC(C(=O)NCc4ccc(F)cc4)CC3)c(C)o2)cc1,-1.8,i,1.8,6.5,7.4,-2.2,-2.5,24.2,i
N#CC1(Nc2ccc([N+](=O)[O-])cc2)CCCC1,0.2,i,-0.5,5.1,-1.0,7.8,3.1,13.1,i
O=C(CCC(=O)N1CCSc2ccccc21)NCc1cccc(Cl)c1,-1.1,i,0.2,6.6,-5.6,-1.4,12.7,11.5,i
O=C(COc1ccccc1)NCC(=O)NC1CCCCC1,-1.9,i,1.0,1.9,-2.5,13.4,-4.3,-5.9,i
Cc1ccc(NC2=C/C(=N\S(=O)(=O)c3cccs3)c3ccccc3C2=O)c(C)c1,5.7,i,1.9,19.9,9.3,-0.8,32.5,9.9,i
COc1ccccc1NC(=O)NC1CCCCCCC1,-1.0,i,1.9,-0.1,-1.3,-2.3,5.8,-6.6,i

# One compound at a time (already shown).
# `CCOC(=O)c1ccc(NC(=O)c2ccnn2C)cc1` across the screens: NadD block = 0.2; Rpn11 inh = i; Rin1 Abl inh = -2.4; MT1-MMP act inh = 7.2; CSN inh = -1.4; MLLE-PAM2 inh = -4.3; FAS TE block = -4.8; SKN-1 inh = -8.3; Neddyl block = i
# `COc1ccccc1NC(=O)NC1CCCCCCC1` across the screens: NadD block = -1.0; Rpn11 inh = i; Rin1 Abl inh = 1.9; MT1-MMP act inh = -0.1; CSN inh = -1.3; MLLE-PAM2 inh = -2.3; FAS TE block = 5.8; SKN-1 inh = -6.6; Neddyl block = i

# Further entries follow.
SMILES,NadD block,Rpn11 inh,Rin1 Abl inh,MT1-MMP act inh,CSN inh,MLLE-PAM2 inh,FAS TE block,SKN-1 inh,Neddyl block
O=C(N/N=C/c1ccc(-c2ccc([N+](=O)[O-])cc2)o1)[C@H]1C[C@@H]1c1ccccc1,24.7,x,0.7,-4.4,16.0,-91.8,-3.3,25.6,i
Cc1ccc(-c2nnc(SCC#N)n2N)cc1,4.4,i,2.9,3.3,-3.1,12.2,-7.4,-19.1,i
N#Cc1c(-c2cccnc2)c2c([nH]c1=S)CCCC2,5.9,i,0.0,-0.3,-4.0,22.1,-4.6,-15.0,i
COc1ccc(CCNC(=O)c2c(O)c3ccccc3[nH]c2=O)cc1,1.0,i,2.0,6.7,-2.0,11.5,1.0,0.5,i
CCC(C)(C)NC(=O)C(c1cccc(OC)c1)N(C(=O)c1ccn[nH]1)c1cccc(OC)c1 (stereo not drawn),-3.4,i,2.2,4.1,3.8,9.4,-5.1,-6.9,i
CC(/C=N/N1CCN(Cc2ccccc2)CC1)=C\c1ccccc1,-2.4,i,-0.3,-0.9,-3.8,5.8,14.0,62.2*,i
Clc1ccc2scc(CN3CCCCC3)c2c1,-2.6,i,-3.0,-0.4,3.0,5.7,-6.9,-3.7,i
COc1ccccc1CNC(=O)C(c1ccccc1)c1ccccc1,4.0,i,0.0,-4.7,-4.4,-4.4,1.9,16.3,i
CN(Cc1ccccc1)Cc1nc2c(c(=O)n(C)c(=O)n2C)n1Cc1ccc(Cl)cc1,0.8,i,-1.1,-9.4,-1.5,2.3,29.5,-0.5,i
O=C(CN1CCCC1c1ccc2c(c1)OCCO2)NC(=O)Nc1ccccc1F (stereo not drawn),-3.6,i,-1.1,-8.8,4.5,-1.6,19.9,-9.6,i
CC(=O)N1CCCc2cc(S(=O)(=O)NC(C(=O)NCc3ccc(C)cc3)C(C)C)ccc21 (stereo not drawn),3.1,i,-2.3,-1.7,1.6,-1.7,-6.1,-1.6,i
COc1ccc(NC2CCCN(C(=O)c3ccc(C(C)=O)cc3)C2)cc1 (stereo not drawn),-3.9,i,0.5,-3.7,0.9,10.2,-2.9,-13.1,i
CN(C)S(=O)(=O)c1ccc(C(=O)Nc2nc(-c3cccs3)cs2)cc1,-3.0,i,-2.9,-3.7,-2.5,-3.3,5.4,-13.2,x
O=C(O)/C=C\C(=O)Nc1ccc(F)c(F)c1F,2.1,i,-2.3,2.9,-6.0,-3.0,-3.5,4.1,i
CC(=O)c1ccc(NC(=O)COC(=O)CCN2C(=O)c3cccc([N+](=O)[O-])c3C2=O)cc1,1.3,i,4.1,0.4,-4.9,-1.6,-1.3,9.3,i
Nc1nc(Nc2ccccc2)n[nH]1,-4.7,i,0.6,1.3,-3.5,-0.1,-5.5,4.5,i
Clc1cnc(N/N=C/c2ccco2)c(Cl)c1,-2.9,i,1.9,-2.4,-9.2,0.3,-8.4,15.6,i
CCc1ccc(C=C2SC(=S)N(CCCC(=O)Nc3ccc(C(=O)O)cc3)C2=O)cc1,24.3,i,-2.5,20.1,0.9,8.3,13.6,7.1,i
O=c1cc(O)c2sc(Nc3ccc(F)cc3)nc2[nH]1,11.9,i,2.8,-1.1,3.2,-32.2,-7.2,4.5,i
Nn1c(SCC(=O)Nc2ccccc2F)nnc1-c1cccnc1,9.5,i,1.4,6.2,-0.2,-66.1,-12.0,1.9,i
CCOc1ccc(C(C)C)cc1S(=O)(=O)n1nc(C)cc1C,-7.1,i,-1.0,1.5,-2.0,0.9,6.7,-8.0,i
CC(C)c1nc(NCc2ccccc2)c(C#N)c2c1CCCC2,12.4,i,-1.8,-6.7,0.9,-1.2,22.1,6.7,i
CN1CCN(C2=Cc3ccccc3Sc3cc(F)c(F)cc32)CC1,-7.1,i,0.1,-7.0,-6.0,-3.3,10.5,31.7,i
COCCNC(=O)NC(=O)COC(=O)C12CC3CC(CC(NC(C)=O)(C3)C1)C2,-2.4,i,-0.6,3.5,2.5,-0.4,0.5,17.5,i

# Quoted from the listing:
# Under MLLE-PAM2 inh, `COCCNC(=O)NC(=O)COC(=O)C12CC3CC(CC(NC(C)=O)(C3)C1)C2` reads -0.4
# Under SKN-1 inh, `CC(C)c1nc(NCc2ccccc2)c(C#N)c2c1CCCC2` reads 6.7
# Under Rin1 Abl inh, `O=C(O)/C=C\C(=O)Nc1ccc(F)c(F)c1F` reads -2.3
# Under MT1-MMP act inh, `CCOc1ccc(C(C)C)cc1S(=O)(=O)n1nc(C)cc1C` reads 1.5
# Under MT1-MMP act inh, `Clc1cnc(N/N=C/c2ccco2)c(Cl)c1` reads -2.4
# Under MLLE-PAM2 inh, `Nn1c(SCC(=O)Nc2ccccc2F)nnc1-c1cccnc1` reads -66.1
# Under NadD block, `CN(C)S(=O)(=O)c1ccc(C(=O)Nc2nc(-c3cccs3)cs2)cc1` reads -3.0

# Other records:
SMILES,NadD block,Rpn11 inh,Rin1 Abl inh,MT1-MMP act inh,CSN inh,MLLE-PAM2 inh,FAS TE block,SKN-1 inh,Neddyl block
COc1ccccc1-c1cc(NC=O)c2ncc(-c3ccc(S(C)(=O)=O)cc3)n2c1,2.3,i,-4.9,-7.7,1.8,-12.3,-3.5,26.2,x
CCCn1c(N)c(N(CCOC)C(=O)c2ccc(-c3ccccc3)cc2)c(=O)[nH]c1=O,-4.1,i,2.0,0.5,-2.7,17.2,-4.8,-6.7,i
COc1ccc(S(=O)(=O)N2CCCCC2)cc1NC(=O)c1ccc([N+](=O)[O-])o1,-4.8,i,3.6,0.8,-1.0,7.2,9.2,-1.1,i
C=CCn1c(SCC(=O)NCCOC)nc2scc(-c3ccco3)c2c1=O,14.4,i,-1.4,-11.7,1.8,-6.2,-5.2,34.5,i
COCCOC(=O)C(C#N)c1nc2ccccc2nc1N1CCN(Cc2ccccc2)CC1 (stereo not drawn),10.2,i,-1.9,-10.2,2.0,13.2,10.7,-9.4,i
CC1CCN(CCCNC(=O)c2ccc3c(=O)n(Cc4ccc(Cl)cc4)c(=S)[nH]c3c2)CC1,9.4,i,-3.0,-2.0,6.1,-65.3,7.5,9.3,i
COc1ccc(NC(=O)CSc2nnc3n2CCCCC3)cc1S(=O)(=O)N(C)C,-0.8,i,-2.5,4.6,-1.7,-9.0,-6.0,14.2,i
COc1ccc(-c2c(C)cc3oc(=O)cc(-c4ccccc4)c3c2C)cc1C=O,7.8,i,-2.2,1.2,0.1,-7.2,30.5,-8.7,i
Cc1cccc(N(C)S(=O)(=O)c2cccc3nsnc23)c1,-9.2,i,-0.9,0.9,2.3,-0.8,-6.5,-16.4,i
O=C(Nc1ccc2c(c1)OCCO2)C1c2ccccc2OCC(=O)N1Cc1ccc2c(c1)OCO2 (stereo not drawn),-6.1,x,x,0.0,-2.2,x,0.9,3.5,i
CCCc1ccc(OCC(=O)NNC(=O)c2cccnc2)cc1,8.5,i,-1.6,-2.0,-1.9,-6.5,-7.8,5.4,i
c1ccc2ncc(-n3cnnn3)cc2c1,-2.0,i,-2.7,-2.6,-7.0,5.8,-3.2,3.6,i
O=C(Nc1ccccc1)N1CCN(S(=O)(=O)c2ccccc2)CC1,-0.7,i,3.1,-2.2,-7.3,0.6,-0.8,2.0,i
Cc1ccc(NC(=O)CCn2cnc3cc(C)c(C)cc32)cc1,0.2,i,1.5,4.5,6.4,3.8,-0.4,12.0,i
COc1cc(NS(=O)(=O)c2ccc(NC(=O)/C=C/c3ccc([N+](=O)[O-])cc3)cc2)ncn1,-3.9,i,-0.8,3.4,6.2,-2.4,1.6,-6.9,i
COc1ccc([N+](=O)[O-])cc1NC(=O)c1cn(-c2ccc(Cl)cc2)c(=O)c2ccccc12,20.5,i,0.4,-1.6,-17.0,-1.9,91.1*,4.9,i
